Screens deposited in PubChem BioAssay by several laboratories.
sEH inhibitor = soluble epoxide hydrolase inhibitors, primary screen, biochemical, human sEH; hit rate 0.34% among 91,000; recombinant human sEH enzymatic activity assay; Bifunctional epoxide hydrolase 2 (Homo sapiens), P34913; AID 707, 2007; inhibition, % at 2 µM; in the data active = inhibition above about 80%; also: values of inactives mirror those of a sister screen read the other way; many of its hits are not listed in these tables
Candida biofilm = clotrimazole potentiators killing Candida biofilms, primary screen, with clotrimazole, Alamar Blue. C. albicans biofilm + clotrimazole. inhibition, % at 6 µM. hit rate 0.14% among 85,000;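 active = inhibition above 20%; inactive = inhibition below 20%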;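 also: preformed 24 hr biofilms exposed to compound for 48 hr; 0% = biofilm without compound and 100% = blank killed by clotrimazole plus chlorhexidine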
cytoskel mod = modifiers of F-actin cytoskeleton organization, primary screen, imaging, HUVEC, phalloidin staining, high-content imaging; HUVEC TNFa F-actin phalloidin imaging; inhibition, % at 2 µM; hit rate 0.18% among 91,000;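 active = inhibition above the batch mean plus 3 SD and confirmed as a hit by visual image inspection, cut at about 30% in these data, passing the limit was not always enough; inconclusive = above the inhibition threshold but rejected on visual inspection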; also: strong numbers were not always called active
ERb SRC1 inh = inhibitors of ERβ-SRC1 coactivator interaction, primary screen, biochemical, TR-FRET, ERβ LBD, SRC-1 peptide; TR-FRET ER-beta LBD / SRC1-Cy5 peptide binding; receptor agonist-loaded with 1 µM estradiol; inhibition, % at 25.6 µM; hit rate 1.3% among 86,000;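 active = compounds whose percent inhibition of the receptor-coactivator binding signal exceeds about 50% in the single-dose screen, limit read from the data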;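 also: 0% = receptor plus peptide wells without compound and 100% = peptide-only wells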
Target sequence (Q92731 whole entry, looked up, the tested form may be a part): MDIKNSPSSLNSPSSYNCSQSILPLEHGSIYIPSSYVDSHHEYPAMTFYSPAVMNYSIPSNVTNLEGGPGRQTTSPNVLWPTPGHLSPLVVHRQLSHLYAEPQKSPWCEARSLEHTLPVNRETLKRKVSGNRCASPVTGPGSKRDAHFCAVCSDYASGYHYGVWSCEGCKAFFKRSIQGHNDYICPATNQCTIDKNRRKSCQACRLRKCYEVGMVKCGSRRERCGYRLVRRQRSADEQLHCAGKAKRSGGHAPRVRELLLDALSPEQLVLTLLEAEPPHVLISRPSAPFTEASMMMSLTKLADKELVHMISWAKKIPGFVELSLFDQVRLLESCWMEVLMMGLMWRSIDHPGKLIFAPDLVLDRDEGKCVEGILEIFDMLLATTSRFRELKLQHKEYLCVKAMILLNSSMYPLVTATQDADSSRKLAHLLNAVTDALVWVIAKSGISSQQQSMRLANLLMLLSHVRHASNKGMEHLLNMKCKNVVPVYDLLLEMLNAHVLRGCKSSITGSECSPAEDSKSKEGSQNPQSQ
HUVEC tox IL1B = cytotoxicity in IL-1B stimulated HUVEC, primary screen, cytotoxicity control for IL-1B NFkB translocation project, imaging, Hoechst nuclear count, IL-1B stimulus | HUVEC cell count loss | hit rate 0.41% among 94,000 | cell count reduction, % at 2 µM;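 active = cell count reduction more than 3 SD above the screen-wide mean, cut at about 70% in these data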;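 also: normalized per plate to untreated control cells as the no-loss baseline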
HUVEC tox TNFa = cytotoxicity in TNFa-stimulated HUVEC, primary screen, cytotoxicity control for VCAM1 expression modulator project, imaging, Hoechst nuclei count; HUVEC TNFalpha-stimulated, Hoechst cell count; cell count reduction, % at 2 µM; hit rate 0.17% among 93,000; AID 848, 2007;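 active = cell count reduction exceeding the screen mean by over 5 SD, scaled to untreated wells per plate, cut at about 78% in these data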;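 also: cells counted after 24 h of TNF alpha exposure following the 1 h pretreatment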
Smad3 FoxH1 inh = Smad3/FoxH1 peptide binding inhibitors, primary screen, biochemical, TR-FRET; Mothers against decapentaplegic homolog 3 (Homo sapiens), P84022; hit rate 0.29% among 88,000; inhibition, % at 25 µM; TR-FRET Smad3/Dy647-FoxH1 peptide binding, europium anti-His;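 active = compounds that reduce the energy-transfer binding signal between the protein and its labelled peptide by more than half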;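 also: 0% = Smad3 plus labelled peptide maximal FRET and 100% = peptide-only background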
Target sequence (P84022 whole entry, looked up): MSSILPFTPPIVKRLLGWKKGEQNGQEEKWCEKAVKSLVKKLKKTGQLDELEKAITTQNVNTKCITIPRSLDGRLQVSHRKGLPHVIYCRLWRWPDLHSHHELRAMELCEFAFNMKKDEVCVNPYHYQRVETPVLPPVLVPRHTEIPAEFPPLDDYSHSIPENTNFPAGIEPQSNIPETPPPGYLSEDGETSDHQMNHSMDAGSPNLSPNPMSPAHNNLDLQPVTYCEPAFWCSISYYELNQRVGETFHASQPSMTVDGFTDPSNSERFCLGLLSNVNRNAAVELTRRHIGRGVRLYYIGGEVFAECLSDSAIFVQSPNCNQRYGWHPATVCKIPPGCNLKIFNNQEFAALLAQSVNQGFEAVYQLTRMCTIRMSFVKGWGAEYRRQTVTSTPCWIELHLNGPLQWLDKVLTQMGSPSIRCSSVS
VCAM1 TNFa inh = inhibitors of TNFa-induced VCAM1 expression, primary screen, imaging, HUVEC, TNFa stimulus, immunofluorescence | HUVEC TNFa-induced VCAM-1 immunofluorescence, high-content imaging | inhibition, % at 2 µM | hit rate 0.48% among 95,000 | AID 802, 2007;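 active = inhibition above the batch mean plus 3 SD, with images confirmed as a hit by eye, cut at about 37% in these data; inconclusive = inhibition above that limit but hit not confirmed in images; inactive = inhibition not above that limit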;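 also: 0% = TNF-stimulated DMSO wells and 100% = unstimulated control wells; not every result past the cut was called active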
sEH act = soluble epoxide hydrolase activators, primary screen, biochemical, human sEH. Bifunctional epoxide hydrolase 2 (Homo sapiens), P34913. AID 717, 2007. activation, % at 2 µM. hit rate 0.04% among 91,000. purified human sEH enzymatic activity, activator screen; in the data active = activation above about 37%; also: values of inactives mirror those of a sister screen read the other way
Starred values were filed as active, the others as inactive; ? = inconclusive; . = not tested or not shown; [ ] = dose if it differs, or a comment.

SMILES	sEH inhibitor	Candida biofilm	cytoskel mod	ERb SRC1 inh	HUVEC tox IL1B	HUVEC tox TNFa	Smad3 FoxH1 inh	VCAM1 TNFa inh	sEH act
COc1cc(OC)c(N2CC34C=CC(O3)C(C(=O)O)C4C2=O)cc1Cl (stereo unspecified)	-11	4	44	7	20	-4	10	-5	13
O=C(Nc1ccn(Cc2ccccc2F)n1)c1ccc(COc2cccc(Br)c2)cc1	21	.	3	.	6	-25	.	-22	-19
CCOc1cc(S(=O)(=O)NC2CC(C)(C)NC(C)(C)C2)ccc1F	-6	6	10	-5	10	-8	-8	-17	5
Cc1nc2sc(C(c3ccco3)N3CCN(c4ccccc4F)CC3)c(O)n2n1 (stereo unspecified)	2	9	17	-2	0	-9	5	-1	1
CCOCCCNCC(=O)NC1(C)C2CCC(C2)C1(C)C (stereo unspecified)	2	-3	-8	-6[fluorescence artefact?]	10	-8	-2	16	0
Cn1ccnc1SCC(=O)c1cc2ccccc2o1	4	.	-1	6[fluorescence artefact?]	-28	-31	1	-29	-3
CCSc1nc(C2CC2)cc(-c2cccs2)c1C#N	7	3	15	-2	-127	-40	-10	-14	-8
COc1ccc(/C=C2/N=C(c3cccs3)OC2=O)cc1OC(C)C	16	.	7	.	-10	-20	.	-6	-14
O=C(CN(C(=O)c1ccccc1Cl)C1CCCCC1)Nc1ccc(Cl)c([N+](=O)[O-])c1	20	.	16	.	7	-11	.	-4	-18
CCOC(=O)c1ccc(NCc2ccncc2)cc1	1	9	4	-7	.	-11	-3	11	0
COc1cccc(NC2C=CS(=O)(=O)C2)c1 (stereo unspecified)	-2	0	23	-5	12	-18	1	5	3
CCC(=O)NC(C)C(c1cccs1)N1CCN(Cc2ccccc2)CC1 (stereo unspecified)	12	6	0	1	-8	-12	4	3	-14
Cc1ccc(NC(=O)c2sc3ccccc3c2Cl)nc1	-2	.	13	.	-7	-41	.	-40	2
CCc1ccc(-c2nc(CN3CCC(C(=O)NCCc4ccc(OC)c(OC)c4)CC3)c(C)o2)cc1	-8	.	42	-1	5	-2	-2	-18	10
O=C(CNS(=O)(=O)c1cccs1)N1CCc2ccccc2C1	-10	4	27	2[fluorescence artefact?]	-8	-13	3	-5	11
CSc1ncccc1C(=O)OCC(=O)N1CCOCC1	-3	3	-27	1[fluorescence artefact?]	1	-4	5	9	3
O=C(COc1ncnc2ccccc12)NCc1ccc2c(c1)OCO2	-9	9	8	-8	-4	0	4[fluorescence artefact?]	-2	8
N#Cc1nc(N2CCCC2)nc(N2CCCC2)n1	4	-1	.	2[fluorescence artefact?]	-38	-21	12	-8	-2
CCOc1ccc(NC(=O)C(C)Sc2nnnn2C)cc1 (stereo unspecified)	-4	1	-8	3	0	21	19[fluorescence artefact?]	14	4
CCN(CC)c1ccc(NC(=O)CSc2nnc3nc(C)cc(C)n23)cc1	8	1	26	-5	2	-4	5	1	-6
CCOc1ccc(CCNC(=O)C(CC)n2nc(C)n3c(cc4sccc43)c2=O)cc1OCC (stereo unspecified)	6	7	.	-8[fluorescence artefact?]	-4	-12	5	-1	-6
CCOC(=O)C1CCCN(CCC(=O)Nc2ccc(F)c(F)c2)C1 (stereo unspecified)	2	1	-12	8[fluorescence artefact?]	16	1	4	1	-2
CCOc1ccc(S(=O)(=O)N(CC(N)=O)c2ccc(C)cc2)cc1	-6	2	-6	-6	19	-14	8	5	9
CC(C)c1nc(=S)n(-c2ccccc2)[nH]1	-1	3	-44	3	-52	-6	-4	16	0
CCn1c(C)nc2c1C(=O)c1ccccc1C2=O	-2	10	-1	-6	5	-33	4	3	2
COc1ccc(/C=C2\CN(Cc3ccccc3)C/C(=C\c3ccc(OC)cc3OC)C2=O)c(OC)c1	6	.	-27	.	-40	0	.	13	-4
CC(C)(Oc1ccc(Cl)cc1)C(=O)Nc1ncccn1	.	8	1	-15[fluorescence artefact?]	-1	-11	2	6	.
COc1ccccc1-n1cnc2sc(-c3ccccc3)cc2c1=O	-9	.	-20	.	4	14	.	-6	12
Cc1c(C(=O)OCC(=O)N2CC(=O)Nc3ccccc32)oc2ccccc12	-6	.	1	.	-17	-20	.	3	9
CCn1c(C)[n+](CCOCC[n+]2c(C)n(CC)c3cc(Cl)c(Cl)cc32)c2cc(Cl)c(Cl)cc21	-18	.	23	.	-7	-30	.	-6	16
CCOc1ccc(N2C(=O)CC(n3nc(C)cc3C)C2=O)cc1 (stereo unspecified)	5	9	-8	1[fluorescence artefact?]	1	6	17	-8	-4
CC1CCCCN1S(=O)(=O)c1ccc(S(=O)(=O)N2CCN(c3ccccc3)CC2)cc1 (stereo unspecified)	-10	2	-1	-8	-38	-36	-5	6	12
Nc1ncnc(N(c2ccccc2)C2CCCCC2)c1[N+](=O)[O-]	-6	.	6	.	18	1	.	-1	9
CCOc1ccc(CC(=O)NCc2cn3c(C)csc3n2)cc1	4	7	1	-3	11	-9	0	-8	0
Cc1ccc(-c2cc(N)n[nH]2)cc1	-4	6	-16	0	-30	-10	8	-9	6
C[N+](C)(C)CCNC(=O)c1c(O)c2c([nH]c1=O)CCCC2	-12	-1	7	-9[fluorescence artefact?]	-28	-7	-16	4	10

A stretch from the list above, for reference:
SMILES	sEH inhibitor	Candida biofilm	cytoskel mod	ERb SRC1 inh	HUVEC tox IL1B	HUVEC tox TNFa	Smad3 FoxH1 inh	VCAM1 TNFa inh	sEH act
CCn1c(C)nc2c1C(=O)c1ccccc1C2=O	-2	10	-1	-6	5	-33	4	3	2
COc1ccc(/C=C2\CN(Cc3ccccc3)C/C(=C\c3ccc(OC)cc3OC)C2=O)c(OC)c1	6	.	-27	.	-40	0	.	13	-4

The list goes on.
SMILES	sEH inhibitor	Candida biofilm	cytoskel mod	ERb SRC1 inh	HUVEC tox IL1B	HUVEC tox TNFa	Smad3 FoxH1 inh	VCAM1 TNFa inh	sEH act
COC(=O)C(C)N1C(=O)S/C(=C\c2cc(C)n(-c3ccccn3)c2C)C1=O (stereo unspecified)	-8	6	-19	-19	-2	6	-2	19	4
Cc1c(C(=O)N2CCCCCC2)nnn1-c1nonc1N	-3	4	12	8	-15	-12	7	-3	7
O=C(NCCCN1CCCC1=O)Nc1ccc(F)c(Cl)c1	21	4	-10	-5	-19	7	13	12	-18
COCCn1nnnc1C(c1ccccc1Cl)N1CCN(c2ccccc2OC)CC1 (stereo unspecified)	-5	10	-26	-7[fluorescence artefact?]	-8	-12	3	-5	5
CCC(C)(C(=O)NC1CCCC1)N(Cc1ccco1)C(=O)c1ccccn1 (stereo unspecified)	4	-2	10	-27	3	0	-5	8	-4
CC(N=Cc1nc(-c2ccccc2)oc1O)c1ccccc1 (stereo unspecified)	3	3	-20	-1	-2	-2	-1	-5	-4
Cc1ccc(C)c(N2CCN(CC3CC=CCC3)CC2)c1 (stereo unspecified)	-2	7	3	-4	.	-13	19	13	-1
Cc1c(N=Cc2ccc(Br)s2)cccc1[N+](=O)[O-]	1	.	5	.	-32	-4	.	-6	0
COC(=O)c1cnn(C(=O)c2ccccc2Br)c1N	5	11	7	-3	-12	-2	-1	0	-2
Cc1cc(Cl)ccc1OC(C)c1nnc(N)s1 (stereo unspecified)	14	5	-4	6[fluorescence artefact?]	-66	-5	1	15	-13
CCC(CO)NC(=O)c1cccc(S(=O)(=O)N2c3ccccc3CC2C)c1 (stereo unspecified)	4	10	1	2	0	-16	5	-3	-1
CC(Sc1nc(-c2ccccc2)cc(C(F)(F)F)n1)C(=O)N1CCC(C(N)=O)CC1 (stereo unspecified)	-14	5	0	10	-8	-5	-6	6	12
Cc1nn(Cc2c(F)c(F)c(F)c(F)c2F)c(C)c1NC(=O)c1ccc(COc2ccccc2Cl)o1	18	.	22	.	-13	-30	.	8	-13
C=CCc1c(C)nc(SC(C)C)[nH]c1=O	-7	5	-12	0	-25	-3	-9	11	7
CCC(C)(C)NC(=O)C(c1cccn1C)N(C(=O)Cn1nnc2ccccc21)c1ccccc1OC (stereo unspecified)	-4	10	14	-2	-19	-13	4	10	2
CCOC(=O)N1CCN(C(=O)C2CC(=O)N(c3ccc(OC)cc3)C2c2ccc(OC)cc2)CC1 (stereo unspecified)	4	5	-2	0[fluorescence artefact?]	-5	8	-7	25	-5
Cn1nc(SCC(=O)O)sc1=S	.	3	-2	7[fluorescence artefact?]	-30	-26	10	22	.
Cn1c(-c2ccc(C(C)(C)C)cc2)n[nH]c1=S	-1	.	14	.	8	0	.	19	3
O=C(O)c1ccc(CNCc2ccccc2Cl)cc1	-14	.	?	.	5	.	.	.	16
Cc1ccc(C(C(=O)NC2CCCC2)N(C(=O)Cc2cccs2)c2ccc3c(c2)OCCO3)cc1 (stereo unspecified)	8	.	-12	.	-10	-7	.	3	-7
CCCC(=O)NCCCCNC(=O)CCC	-14	-4	-2	-7	20	6	-1	14	14
CN(Cc1ccccc1)c1nc2c(c(=O)[nH]c(=O)n2C)n1CCSc1ncccn1	1	7	0	-7	12	-11	4	-8	4
O=S(=O)(CCc1nc2ccccc2o1)c1ccc2ccccc2c1	-2	1	19	-2[fluorescence artefact?]	-3	-15	10	-28	0
CCOC(=O)C1CCN(C(=O)CCc2c(C)nc3c(-c4ccc(F)cc4)c(C)nn3c2C)CC1	-1	1	-16	-9	0	-38	-2	17	2
Cc1ccc(C(=O)Nn2c(N)c(S(=O)(=O)c3ccc(C)cc3)c3nc4ccccc4nc32)cc1	9	5	17	-11	12	-36	-19	13	-11
CCn1c(=O)c2cc(S(=O)(=O)NCCOc3ccccc3)ccc2n(CC)c1=O	13	-5	1	-10	-26	0	8	16	-13
COc1ccc(NC(=O)c2cc(S(=O)(=O)N3CCS(=O)(=O)CC3)ccc2Cl)cc1	-3	.	19	.	-15	-34	.	15	9
Cc1nc2ccccc2nc1N1CCC(C)CC1	-10	-1	-11	25	-9	3	6	12	10
CCc1c(C)nc(SCC(=O)Nc2ccc(Br)cc2)[nH]c1=O	1	9	-4	4	-2	23	-11	0	-2
COc1ccc(N2CCN(C(=O)c3ccc4c(=O)n(CC5CCCO5)c(=O)[nH]c4c3)CC2)cc1 (stereo unspecified)	4	1	6	-2	-10	17	2	15	-3
O=C(CN1CCN(c2ccc(F)cc2)CC1)N1CCOCC1	8	-5	22	5	-29	-26	-14	8	-8
Cc1cc(Cl)c(S(=O)(=O)N2CC(C)OC(C)C2)cc1OCC(N)=O (stereo unspecified)	-9	-2	11	-1	-10	4	-4	-6	8
CC1(C)NC(=O)N(CC(O)COC2CCCCC2)C1=O (stereo unspecified)	-2	8	-15	-4	-14	-19	-9	-55	3
COc1ccc(CNc2ccc3c(c2)ncn3-c2ccccc2OC)cc1	10	2	15	-8	-16	-11	-7	-6	-9
COc1ccc(CCNc2nc(=O)[nH]nc2C)cc1OC	10	5	-8	-4	-24	-14	9	-7	-6
COc1cc(-c2nnc(SCC(=O)c3cc(C)n(CC4CCCO4)c3C)o2)cc(OC)c1OC (stereo unspecified)	-3	-1	-3	3	-140	9	-5	-10	3
O=c1c2ccccc2nc(/C=C/c2cccc([N+](=O)[O-])c2)n1CCCO	8	.	-11	.	5	-16	.	-4	-5
CCCCNc1nc2c(c(=O)[nH]c(=O)n2C)n1CCOc1ccccc1	-1	13	-4	-10	-38	-31	-2	3	-1

Only part of the results is shown; rates above refer to the full screens.
